RGS4 block – inhibitors of human RGS4; P49798; HEK293 M3R/RGS4 inducible, Fluo-4 calcium flux; stronger effect = higher value; triggered by carbachol at its EC20; B-score at 10 µM; hit rate 0.45% among 310,000;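 active means B-score, a plate-corrected calcium signal, over three deviations above library mean, with baseline fluorescence within five deviations of library mean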;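 further: RGS4 expression induced by doxycycline in cells with stable M3 receptor; B-score is computed from the integrated fluorescence ratio over baseline after carbachol; higher B-score means a larger calcium signal and so more RGS4 inhibition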
KCNQ1 act – potentiators or activators of human KCNQ1 potassium channel; P51787; CHO-K1 KCNQ1, thallium flux FluxOR fluorescence; stronger effect = higher value; B-score at 10 µM; hit rate 0.35% among 310,000;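 active means fluorescence ratio B-score, a plate-corrected score, at least three library SD, with initial intensity B-score within 5 SD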
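Medium – assay buffer, equal DMSO in all wells · Material – CHO-K1 cell line with stable KCNQ1 potassium channel expression · Signal – kinetic FluxOR thallium fluorescence, 10-s 1-Hz baseline, 110-s post-stimulus read · Compound – single concentration per compound, DMSO matched to controls · Schedule – 37 °C overnight plating, 90-min dark dye load, 20-min compound pretreatment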
KCNQ1 inh – blocks the human KCNQ1 potassium channel; P51787; CHO-K1 KCNQ1, FluxOR thallium flux fluorescence; stronger effect = higher value; B-score at 10 µM; hit rate 1.3% among 310,000; AID 2642;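 active means compounds whose thallium flux B-score, printed positive for inhibition, exceeds three library SD while starting fluorescence stays within three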;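 further: channel opened by potassium depolarization with thallium stimulus after 20 min compound exposure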
MrgX1 agonist – agonists of human MrgX1 receptor | MrgX1-HEK293 cells, Fluo-4 calcium fluorescence, agonist mode; stronger effect = higher value | B-score at 10 µM | hit rate 0.44% among 310,000 | AID 588627;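 active means calcium response B-score plate-corrected fluorescence ratio at least 3 library SD, with starting fluorescence B-score inside 5 SD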
Target sequence (Q96LB2 whole entry, looked up): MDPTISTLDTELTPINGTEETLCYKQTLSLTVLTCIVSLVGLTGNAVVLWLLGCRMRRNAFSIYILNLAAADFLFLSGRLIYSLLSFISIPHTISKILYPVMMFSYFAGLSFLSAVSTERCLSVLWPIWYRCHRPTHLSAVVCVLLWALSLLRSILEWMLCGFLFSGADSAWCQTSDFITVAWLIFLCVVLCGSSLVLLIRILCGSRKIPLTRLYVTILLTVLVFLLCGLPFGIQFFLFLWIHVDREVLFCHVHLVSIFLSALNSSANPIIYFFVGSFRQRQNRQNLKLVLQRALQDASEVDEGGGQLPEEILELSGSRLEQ
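times = overnight plating, then 30 min 37 °C plus 30 min room-temperature dye loading | assay system = stable human MrgX1 HEK293 cell line | input = fifteen thousand cells per well | signal = kinetic calcium dye fluorescence, Fluo-4 NW | dosing = compound delivered in addition one of three | read-out = B-scored fluorescence response ratio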
ANO1 activ – activates or potentiates the mouse TMEM16A chloride channel | B-score at 10 µM | HEK293 TMEM16A/YFP-H148Q/I152L, iodide quench fluorescence; stronger effect = lower value | hit rate 0.3% among 340,000 | AID 623877 | Q8BHY3;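 active means fluorescence-ratio B-score plate-corrected deviation score at least 3 library SD below zero, with starting fluorescence score within 5 deviations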;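 further: channel opened by trigger with iodide after compound preincubation; score built on the fluorescence ratio of max minus min over baseline; more negative score means more quench and so TMEM16A activation or potentiation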
RGS4 pot – potentiators or activators of RGS4. HEK293 M3R/inducible RGS4, carbachol calcium flux Fluo4; stronger effect = lower value. B-score at 10 µM. hit rate 0.92% among 310,000;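 active means B-score of the integrated calcium signal more than 4 SD below the library mean, with starting fluorescence not abnormally high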;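 further: negative B-score means reduced calcium response which marks RGS4 activation or potentiation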
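Material: Inducible-RGS4 HEK293 cells carrying M3 receptor; also added: carbachol at ECmax as muscarinic agonist stimulus; incubation: compound preincubation 20 min at room temperature before agonist; signal: Fluo4-AM (2 µM) calcium-flux fluorescence, kinetic read; measure: integrated calcium ratio converted to B score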
ANO1 block – inhibitors of mouse TMEM16A calcium-activated chloride channel; hit rate 1.2% among 310,000; HEK293 TMEM16A/YFP iodide influx fluorescence, ionomycin; normalized B-score (activity score, 25-100; higher = stronger inhibition) at 10 µM; Q8BHY3;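 active means ratio plate-corrected score three or more library SD toward inhibition, starting fluorescence score within five deviations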;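 further: score derived from kinetic fluorescence span divided by baseline fluorescence per well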
KCNK3 block – human KCNK3 channel inhibition, primary screen. B-score at 10 µM. AID 602410. hit rate 0.84% among 340,000. CHO-KCNK3 thallium flux, FluxOR fluorescence; stronger effect = lower value. O14649;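 active means B-score under library mean minus 4 SD, starting fluorescence ratio at most library mean plus 5 SD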;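 further: more negative B-score means stronger inhibition of thallium flux through KCNK3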
Target sequence (O14649 whole entry, looked up): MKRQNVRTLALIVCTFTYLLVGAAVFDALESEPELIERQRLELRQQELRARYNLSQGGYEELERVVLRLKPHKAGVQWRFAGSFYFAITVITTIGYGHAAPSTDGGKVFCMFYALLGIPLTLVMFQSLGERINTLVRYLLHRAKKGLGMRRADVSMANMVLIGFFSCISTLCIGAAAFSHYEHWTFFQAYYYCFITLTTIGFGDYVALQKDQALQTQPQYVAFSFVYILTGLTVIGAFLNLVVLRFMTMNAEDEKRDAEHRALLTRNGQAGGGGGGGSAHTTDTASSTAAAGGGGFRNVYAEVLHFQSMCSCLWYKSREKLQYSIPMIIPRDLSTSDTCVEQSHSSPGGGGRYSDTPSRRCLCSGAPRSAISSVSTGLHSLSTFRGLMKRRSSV
MrgX1 allo act – allosterically activates human MrgX1 receptor signaling; Q96LB2; MrgX1-HEK293, Fluo-4 calcium flux, FDSS; stronger effect = higher value; B-score at 10 µM; hit rate 0.63% among 310,000; AID 588675;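 active means plate-corrected calcium response at least 3 library SD above typical, normal starting fluorescence, not activating the receptor alone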;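 further: compound read alongside a low EC10 to EC30 dose of BAM8-22 agonist; peak minus trough fluorescence over baseline measured at the second addition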
hERG rescue – hERG (human) protection from proarrhythmic block; activation (rescue from dofetilide block), less the hit threshold, % at 10 µM; Q12809; hit rate 0.51% among 310,000; CHO-hERG, FluxOR thallium flux, dofetilide IC70 present;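 active means activation above the mean of controls blocked by dofetilide plus 5 SD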;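 further: thallium influx through hERG after potassium depolarization seen as dye fluorescence rise; in these data hits start at about 4.7%; inactives centre near -7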
KCNK9 block – human KCNK9 channel inhibition | HEK293 KCNK9, FluxOR thallium flux fluorescence; stronger effect = lower value | AID 488922 | hit rate 1.2% among 310,000 | B-score at 10 µM;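 active means ratio B-score over 3 SD below the library mean, with starting fluorescence within 5 SD of its mean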;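 further: negative B-score means less thallium flux so channel inhibition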
Target sequence (Q9NPC2 whole entry, looked up): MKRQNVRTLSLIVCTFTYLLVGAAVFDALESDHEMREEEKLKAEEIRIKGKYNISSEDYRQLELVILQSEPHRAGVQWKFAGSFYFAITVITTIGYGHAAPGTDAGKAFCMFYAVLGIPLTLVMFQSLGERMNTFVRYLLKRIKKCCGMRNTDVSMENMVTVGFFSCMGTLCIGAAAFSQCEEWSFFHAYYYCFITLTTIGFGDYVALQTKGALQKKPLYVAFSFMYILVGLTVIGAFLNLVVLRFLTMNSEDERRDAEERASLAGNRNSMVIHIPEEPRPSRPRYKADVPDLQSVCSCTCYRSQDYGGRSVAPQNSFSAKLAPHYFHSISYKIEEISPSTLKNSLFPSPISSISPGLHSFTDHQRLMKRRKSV
Starred values were filed as active, the others as inactive; i = inactive; / = not tested or not shown. Outcome played no part in choosing rows. About 6.3% of those tested had a hit in this group.

SMILES	RGS4 block	KCNQ1 act	KCNQ1 inh	MrgX1 agonist	ANO1 activ	RGS4 pot	ANO1 block	KCNK3 block	MrgX1 allo act	hERG rescue	KCNK9 block
CC(C)Cc1nnc(NC(=O)C23CC4CC(CC(C4)C2)C3)s1	i	i	i	i	i	i	i	i	i	-12	i
O=C(O)CCCNC1=NCCC1	i	i	i	i	i	i	i	i	i	-3	i
Cc1[nH]c(=S)c(C#N)c(C)c1CC(=O)c1ccc(Br)cc1	i	i	i	i	i	i	i	i	i	1	i
Cc1cccc(OCC(=O)N/N=C/c2cccn2C)c1	i	i	i	i	i	i	i	i	i	-9	i
CCn1ncc(C2=NOC(C(=O)NCCc3ccccc3)C2)c1C (centres undefined)	i	i	i	i	i	i	i	i	i	-9	i
COCCCNc1nc2ccccc2nc1NS(=O)(=O)c1cc(Cl)ccc1Cl	i	i	i	i	i	i	25*	i	i	-7	i
O=C(Nc1ccc2oc(-c3ccncc3)nc2c1)c1ccco1	i	i	i	i	i	i	i	i	i	-10	i
CC1CCCC(C)N1C(=O)CN1C(=O)C(C)(C)Oc2ccc(C(=O)NC3CCCC3)cc21 (centres undefined)	i	i	i	i	i	i	i	i	i	-13	i
O=C(Nc1ccccc1)OCc1cc(-c2ccc(Cl)cc2)on1	i	i	i	i	i	i	i	i	i	-14	i
CC(C)(C)/C=N/NC(=O)CNC(=O)c1ccc2c(c1)OCCO2	i	i	i	i	i	i	i	i	i	-7	i
Cc1ccc(/C=N/NC(=O)c2ccncc2)s1	i	i	i	i	i	i	i	i	i	-1	i
Cc1ccc(NC(=S)Nc2ccc(OC(F)F)c(Cl)c2)cc1F	i	i	14*	i	i	i	i	i	i	-34	i
NC(=O)CSc1nnc(Cn2cnc3ccccc32)o1	i	i	i	i	i	i	i	i	i	-13	i
COc1cccc(CN2CCN(Cc3ccccc3C(F)(F)F)CC2)c1	i	i	i	i	i	i	i	i	i	-10	i
C=CCN(CC=C)C(=O)COn1nnc2ccc(S(=O)(=O)N3CCOCC3)cc21	i	i	i	i	i	i	i	i	i	-7	i
Cc1ccc(S(=O)(=O)Nc2cccc(C(=O)NCc3ccccn3)c2)cc1F	i	i	i	i	i	i	i	i	i	-15	i
O=C(Nc1cccc(-c2ccc(N3CCOCC3)nn2)c1)c1ccc(Cl)cc1	i	i	i	i	i	i	i	i	i	-12	i
CC(=O)N1CCN2C(=O)C1CCCC(=O)c1cc(C(C)C)ccc12 (centres undefined)	i	i	i	i	i	i	i	i	i	-3	i
NS(=O)(=O)c1ccc(CCN2C(=O)/C(=C\c3ccc(Cl)cc3)SC2=S)cc1	i	i	i	i	i	i	i	i	i	-6	i
CCOc1cc(NC(=O)CCl)c(OCC)cc1NC(=O)CCl	i	i	i	i	i	i	i	i	i	-12	i
CC(C)OP(=O)(OC(C)C)C(NC(=O)c1ccccc1Br)C(N)=O (centres undefined)	i	i	i	i	i	i	i	i	i	-3	i
O=C(NNC(=O)c1ccc[nH]1)c1cc(Cl)cc(Cl)c1	i	i	i	i	i	i	i	i	i	-8	i
CC1=CN2CC(O)CN=C2C=C1 (centres undefined)	i	i	i	i	i	i	i	i	i	1	i
Cc1ccccc1C(C(=O)NC1CCCC1)N(C(=O)CNC(=O)c1ccco1)c1cccnc1 (centres undefined)	i	i	i	i	/	i	i	/	i	-8	i
Cc1ccc(C)c(Oc2cc(NC(=O)CCCn3nc(C)c([N+](=O)[O-])c3C)cc([N+](=O)[O-])c2)c1	i	i	i	i	i	i	i	i	i	-1	-7.7*
C=CCSc1nnc(N2C(=O)C(O)=C(C(=O)c3ccco3)C2c2ccccc2F)s1 (centres undefined)	i	i	i	i	i	i	i	i	i	-7	i
CC(C)(C)NC(=O)NC(=O)COC(=O)Cc1coc2ccc3ccccc3c12	i	i	i	i	i	i	i	i	i	-5	i
O=C(CCc1ccccc1)Nc1c(F)cccc1F	i	i	i	i	i	i	i	i	i	-18	i
Cc1cccc(NC(=O)Cn2nnc(C(=O)Nc3ccc(F)c(Cl)c3)c2N)c1	i	i	i	i	i	i	i	i	i	-7	i
CCc1cc2c(-c3ccccc3)cc(=O)oc2cc1OC(C)C(=O)NCC1CCC(C(=O)O)CC1 (centres undefined)	i	i	i	i	i	i	i	i	i	-2	i
COc1ccc(N(CC(=O)Nc2cc(OC)c(OC)cc2C(=O)O)S(=O)(=O)c2c(C)noc2C)cc1	i	i	i	i	i	i	i	i	i	-9	i
O=C(c1ccc2ccccc2n1)N1CCN(c2ccccc2Cl)CC1	i	i	i	i	i	i	i	i	i	-14	i
S=C(NCCc1ccccc1)NCCc1ccccc1	i	i	i	i	i	i	i	i	i	-8	i
CC(=O)Nc1ccc(NC(=O)C(C)OC(=O)CNC(=O)c2cccs2)cc1 (centres undefined)	i	i	i	i	i	i	i	i	i	-15	i
N#CC1=C(N)Oc2n[nH]c(-c3ccccc3)c2C1c1ccncc1 (centres undefined)	i	i	i	i	/	i	i	i	i	-13	i
C=CCN1C(=O)S/C(=C/c2ccc(Sc3nc4ccccc4[nH]3)o2)C1=O	i	i	6*	i	i	i	100*	i	i	-3	i
COc1cccc(Nc2nnc(SCC(=O)N(CC(C)C)CC(C)C)s2)c1	i	i	i	i	i	i	i	i	i	-16	i
COC(=O)CNC(=O)CSc1nnc(-c2ccc(OC)cc2)n1CC(C)C	i	i	i	i	i	i	i	i	i	-12	i
CCS(=O)(=O)c1nn2c(N)c(/C=C3/C=CC(=O)C(OC)=C3)c(=O)nc2s1	i	i	i	i	i	i	i	i	28*	-9	i
Cc1ccc(C2(C)NC(=O)N(CC(=O)Nc3cc(S(=O)(=O)N4CCCCC4)ccc3OC(C)C)C2=O)cc1 (centres undefined)	i	i	i	i	i	i	i	i	i	-16	i
CC(C)OCCCNC(=O)CNC(=O)c1cccs1	i	i	i	i	i	i	i	i	i	-7	i
COc1ccc(-c2nc(-c3cccnc3)no2)cc1OC	i	i	i	i	i	i	i	i	i	-8	i
COC(=O)c1ccccc1NC(=O)CNc1cc(Cl)ccc1N1CCOCC1	i	i	i	i	i	i	i	i	i	-7	i
CCc1nnc(NC(=O)CSc2nnc(-c3cccnc3)n2CC)s1	i	i	i	i	i	i	i	i	i	-5	i
CCOC(=O)C1CCCN(C(=O)c2ccc(Cl)c(S(=O)(=O)N3CCCCC3)c2)C1 (centres undefined)	i	i	i	i	i	i	i	i	i	-7	i
CC(=O)SCCC(=O)Nc1ccccc1	i	i	i	i	i	i	i	i	i	-11	i
COC(=O)/C(=C/c1cccnc1)NC(=O)c1ccccc1	i	i	i	i	i	i	i	i	i	-8	i
COC(C[C@H](O)C[C@@H](O)COCc1ccccc1)OC	i	i	i	/	i	i	/	i	/	-9	i
CCc1ccc(/C=C2\SC(=S)N(CCCC(=O)Nc3nccs3)C2=O)cc1	i	i	i	i	i	i	i	i	i	-8	i
CC1(C)C2CC[C@]3(C)C(CC=C4[C@@H]5C[C@@](C)(CO)CC[C@]5(C(=O)O)CC[C@]43C)[C@@]2(C)CC[C@@H]1O (some centres undefined)	i	i	i	i	/	i	i	/	i	-2	i
O=C(NC(=S)NNC(=O)[C@H]1C[C@@H]1c1ccccc1)c1cccc(F)c1	i	i	i	159*	i	i	100*	i	i	9.4*	i
O=S(=O)(Nc1nc2ccc(S(=O)(=O)N3CCCC3)cc2s1)c1ccc(F)cc1	i	i	i	i	i	i	i	i	i	-4	i
Clc1ccc(Cc2nnc(-c3cccs3)o2)cc1	i	i	i	i	i	i	i	i	i	-5	i
C[C@H](NC(=O)[C@H]1N2C(=O)c3ccccc3C2SC1(C)C)C(=O)NCc1ccncc1 (some centres undefined)	i	i	i	i	i	i	i	i	i	-7	i
O=C(COC(=O)c1ccc([N+](=O)[O-])s1)NCc1ccccc1	i	i	i	i	i	i	i	i	i	-1	i
CC(=O)Nc1ccc(S(=O)(=O)NCC(=O)OC(C)c2ccccc2Cl)cc1 (centres undefined)	i	i	i	i	i	i	i	i	i	-6	i
COC(=O)c1ccc(C(=O)NC2CCCN(Cc3ccc(Cl)cc3)C2)nc1 (centres undefined)	i	i	i	i	i	i	i	i	i	-12	i
CCOC(=O)Cn1nnnc1CN(Cc1ccccc1)Cc1cc2cc(CC)ccc2[nH]c1=O	i	i	i	i	i	i	25*	i	i	-8	i
Cc1nn(S(=O)(=O)c2ccc(Cl)cc2)c(C)c1S(=O)(=O)N1CCOCC1	i	i	i	i	i	i	i	i	i	-7	i
O=C(NCC1COc2ccccc2O1)c1ccco1 (centres undefined)	i	i	i	i	i	i	i	i	i	-5	i

Some values from the list.
For hERG rescue, CCc1ccc(/C=C2\SC(=S)N(CCCC(=O)Nc3nccs3)C2=O)cc1 is listed with -8
For hERG rescue, Cc1nn(S(=O)(=O)c2ccc(Cl)cc2)c(C)c1S(=O)(=O)N1CCOCC1 is listed with -7

The listing continues:
SMILES	RGS4 block	KCNQ1 act	KCNQ1 inh	MrgX1 agonist	ANO1 activ	RGS4 pot	ANO1 block	KCNK3 block	MrgX1 allo act	hERG rescue	KCNK9 block
CCn1c(-c2ccccc2)ccc(C#N)c1=O	i	i	i	i	i	i	i	i	i	-10	i
COc1ccccc1CNC(=O)CCCn1nc(C)c2c(C)n(-c3ccccc3)nc2c1=O	i	i	i	i	i	i	i	i	i	-16	i
Cc1ccc2[nH]c(=O)c(CN(Cc3ccccc3Cl)C(=O)N3CCOCC3)cc2c1	i	i	i	i	i	i	i	i	i	-11	i
COc1ccc(CCNCC(O)COc2cccc(Br)c2)cc1 (centres undefined)	i	i	i	i	i	i	i	i	i	-10	i
O=C(CN1CCc2ccccc2C1)Nc1ccc(F)cc1F	i	i	i	i	i	i	i	i	i	-16	i
COc1cc(C(=O)NNC(=O)c2cccn2C)cc(OC)c1OC	i	i	i	i	i	i	i	i	i	-9	i
CCOC(=O)C(=Cc1ccc(F)cc1)C(=O)OCC	i	i	i	i	/	i	i	/	7.5*	-11	i

Assay outcomes (PubChem)
